Screening data: PubChem, Broad Institute
DENV2 CPE = protects cells from dengue virus 2 cytopathic effect; DENV2-infected cells, cytopathic effect rescue, plate reader; CPE inhibition, % at 9.99 µM; 350,000 compounds, 1.7% hits; AID 651640; in the data active = CPE inhibition above about 20%, passing the limit was not always enough; inconclusive = no clear call, values can overlap the other calls; tested in BHK-21 cells;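 also: 0% = median of neutral control wells and 100% = median of positive control wells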
RAD52 inh = RAD52 (human) annealing inhibition | P43351 | recombinant RAD52 DNA annealing, FRET fluorescence | AID 651710 | inhibition, % at 18.7 µM | 360,000 compounds, 0.46% hits;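 active = every replicate showing at least 50% inhibition; inconclusive = mean inhibition at least 50% but not in every replicate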
Target sequence (P43351 whole entry, looked up): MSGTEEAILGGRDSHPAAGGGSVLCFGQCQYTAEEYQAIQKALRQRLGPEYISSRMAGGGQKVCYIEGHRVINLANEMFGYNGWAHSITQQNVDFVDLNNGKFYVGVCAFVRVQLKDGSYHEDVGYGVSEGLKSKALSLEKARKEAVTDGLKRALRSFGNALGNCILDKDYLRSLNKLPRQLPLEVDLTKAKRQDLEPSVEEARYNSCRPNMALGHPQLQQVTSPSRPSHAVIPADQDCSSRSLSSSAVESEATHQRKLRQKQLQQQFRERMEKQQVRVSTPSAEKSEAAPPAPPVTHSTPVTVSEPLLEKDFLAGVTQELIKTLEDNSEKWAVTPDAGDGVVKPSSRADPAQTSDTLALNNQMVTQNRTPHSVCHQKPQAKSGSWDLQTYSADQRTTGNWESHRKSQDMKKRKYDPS
CASP6 VEID inh = inhibitors of human caspase-6; purified caspase-6, Z-VEID-R110 cleavage fluorescence; inhibition, % at 12.5 µM; 350,000 compounds, 0.53% hits; AID 686996;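 active = mean inhibition across replicates at least about 35%, with every replicate also reaching that limit, limit read from the data; inconclusive = only one of the two criteria met; inactive = neither criterion met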;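 also: 0% = median of neutral control wells and 100% = no fluorescence left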
Target sequence (P55212 24-179 limits assumed): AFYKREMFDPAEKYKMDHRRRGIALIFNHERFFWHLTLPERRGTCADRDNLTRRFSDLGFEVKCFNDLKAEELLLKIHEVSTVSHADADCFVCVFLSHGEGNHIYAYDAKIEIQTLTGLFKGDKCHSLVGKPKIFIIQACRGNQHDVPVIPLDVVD
Target sequence (P55212 194-293 limits assumed): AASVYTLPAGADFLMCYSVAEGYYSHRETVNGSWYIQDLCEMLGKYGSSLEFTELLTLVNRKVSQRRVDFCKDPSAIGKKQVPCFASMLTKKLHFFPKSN
E-selectin induc = induces E-selectin expression in human endothelial cells | P16581 | AID 686992 | activation, % at 7.58 µM | 260,000 compounds, 0.37% hits | HUVEC E-selectin immunofluorescence imaging; normalized: neutral wells 0, TNF-alpha wells 100;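 active = mean E-selectin-positive cell signal at least 10% of the positive control, reached in at least 60% of replicates, without over 20% cell loss; inconclusive = no rule given, readout overlaps actives, possibly toxicity-flagged; inactive = the rest, including those meeting only one limit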;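 also: in these data hits start at about 27%; measured in HUVEC primary endothelial cells; signal is the percent of cells scored E-selectin positive by PE staining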
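Assay system: HUVEC, human umbilical vein endothelial cells / Amount: 3,000 HUVEC/well / Controls: TNF-alpha positive control, DMSO neutral control / Compound dosing: single concentration / Medium: EGM-2 over gelatin coat / Evaluation: percent E-selectin-positive cells / Signal: immunofluorescence imaging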
RAD54 inh = blocks human RAD54 Holliday junction branch migration; Q92698; FAM/BHQ fluorescence; inhibition, % at 10.4 µM; 360,000 compounds, 0.14% hits; AID 602329;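 active = mean normalized replicate activity at least 40 and at least half of replicates scoring 40 or more; inconclusive = only one of the two criteria met; inactive = mean below 40 and under half of replicates reaching 40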;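 also: 0% = median of neutral control wells and 100% = median of positive control wells; inhibitors cause a drop in the FAM fluorescence signal; in these data hits start at about 50%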
GSIS activator = GLuc luminescence reporter in INS-1E cells, primary screen for activators of glucose-dependent secretion of insulin. INS-1E GLuc reporter insulin secretion, 2-3 h. activation, % at 16.6 µM. 370,000 compounds, 0.61% hits;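 active = lowest replicate activation of at least 40%, so every replicate reaches that level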;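 also: 0% = median of neutral control wells and 100% = median of IBMX positive control wells; some compounds called inactive have numbers as strong as hits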
XiGFP reactiv = reactivates the inactive X chromosome in mouse fibroblasts; 360,000 compounds, 0.055% hits; activation, % at 7.58 µM; XiGFP mouse fibroblasts, % GFP-positive cells imaging, 3 d; cells co-treated with 5-aza-dC sensitizer; scaled so ellipticine positive control = 100%;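 active = mean normalized replicate activation at least 10% and every replicate at or above 10%; inconclusive = only one of the two criteria met; inactive = mean below 10% and not all replicates reach 10%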;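 also: 0% = median of on-plate neutral control wells and 100% = ellipticine 6 µM median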
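Material: XiGFP fibroblasts, SV40-immortalized; Buffer or medium: DMEM containing 5-aza-dC; Compound dosing: single point; Times: 3 days compound exposure.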
F508del corr = CFTR F508del correction in bronchial cells | CFBE cells, YFP halide quenching; stimulated with forskolin plus potentiator P3; % fluorescence drop versus neutral controls | activity (quench increase), % at 7.58 µM | 350,000 compounds, 0.36% hits | AID 720511;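 active = mean added fluorescence quench of at least 8% versus neutral control, with both replicates also reaching 8%; inconclusive = only one of the mean or replicate conditions met; inactive = mean below 8% and not both replicates reaching 8%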;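 also: cells transiently co-express mutant CFTR-F508del with the halide-sensitive YFP; corrector assay measuring rescue of mutant channel to the surface after 24 h compound exposure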
The depositor's hits bear a star; ? = inconclusive; . = not tested or not shown.

compound	DENV2 CPE	RAD52 inh	CASP6 VEID inh	E-selectin induc	RAD54 inh	GSIS activator	XiGFP reactiv	F508del corr
COCCCNC(=O)c1ccc(Cn2c(=O)c3ccccc3n(CC(=O)NCc3ccco3)c2=O)cc1	2	-15	2	0.8	-3	13	-0.2	0.1
COC(=O)c1ccc(NS(=O)(=O)c2ccc(Cl)cc2)o1	14	-64	8	-0.2	-7	2	0.0	-0.3
Cc1ccc(S(=O)(=O)Nc2ccc3c(c2)C(=O)N([C@H](C)CO)C[C@H](C)[C@H](CN(C)Cc2ccccc2)OCCCC[C@@H](C)O3)cc1	-10	.	.	.	6	-10	0.1	0.3
O=C(COC(=O)Cc1ccc(Br)cc1)NC1CCCCC1	0	-5	-6	3.8	.	-3	0.0	1.4
CC(C)CNC(=O)C1Nc2ccccc2C2C=CCC12 (centres undefined)	63*	-47	0	.	-1	.	0.0	-2.0
NC(=O)c1nc(C(=O)N2CCN(c3ccccc3)CC2)c2ccccc2n1	-3	-7	-3	-0.1	6	-2	0.1	-1.1
Cc1cccn2cc(-c3cccc(S(=O)(=O)N4CCOCC4)c3)nc12	-1	-14	2	-0.3	0	0	0.1	1.0
CC(=O)NC(NC(C)=O)c1cccc(OCc2ccccc2)c1	-1	2	2	-2.2	.	5	-0.1	.
CN(C)C(CNC(=O)CCCN1C(=O)c2cccc3cccc(c23)C1=O)c1ccccc1 (centres undefined)	-2	18	-3	0.2	57*	3	0.1	-1.2
Cc1nc2ccc(NC(=O)N3CCOCC3)cc2nc1C	?	-16	0	0.7	-5	20	0.1	0.0
N#CC1=C(N)Oc2cc(N)ccc2C1c1cc(Br)cs1 (centres undefined)	1	-15	3	.	-1	.	1.4	.
CN(C(=O)COC(=O)CNC(=O)c1ccc2ccccc2c1)c1c(N)n(Cc2ccccc2)c(=O)[nH]c1=O	-6	-60	3	6.3	2	3	0.2	-2.4
Cc1cc(C)cc(OCC(=O)NNC(=O)CC(C)c2ccccc2)c1 (centres undefined)	-3	-39	-3	0.3	0	26	0.0	-2.1
CC(=O)c1cccc(-c2cnc3c(NC=O)cc(-c4ccc(N5CCN(C)CC5)cc4)cn23)c1	8	74*	-79	12	25	10	-0.1	4.5
COC(=O)c1cc(S(=O)(=O)NCC2CCN(Cc3cccc(F)c3)CC2)c[nH]1	12	-10	-3	.	5	0	0.0	-4.6
COC(=O)c1ccc(CNC(=O)c2ccc3c(c2)S(=O)(=O)N=C2CCCCCN23)cc1	0	-24	0	.	1	8	0.0	-1.6
CCOc1ccccc1NC(=O)CCS(=O)(=O)c1ccc(OC)cc1	7	-18	-1	.	.	-16	0.0	-0.4
COc1cccc(-c2ccc(C3[C@@H]4CN(C(=O)Cc5ccncc5)C[C@H]3N4)cc2)c1 (some centres undefined)	-2	.	.	0.2	.	41	1.4	-0.3
Cn1c(SCC(=O)Nc2ccc3[nH]c(=O)[nH]c3c2)nnc1-c1ccccc1	-3	3	0	-3.6	-3	10	-0.2	3.1
CCN1CCN(C(=O)C2CCN(C(=O)Nc3ccccc3)CC2)CC1	0	-12	-17	-0.2	1	12	0.2	-1.8
O=C(C[C@H]1CC[C@H]2[C@@H](COC[C@@H](O)CN2CCC(F)(F)F)O1)NCC1CC1	?	-14	-1	0.5	3	-8	0.0	-0.1
CCCc1nc2cc(Cl)c([N+](=O)[O-])cc2o1	3	-7	-1	1.1	.	-23	0.1	2.1
O=C(O)COc1ccccc1/C=N/NC(=O)CSc1nnc(SCc2ccccc2)s1	-6	7	-1	0.9	-2	9	-0.1	0.7
NC(=O)c1c[nH]c2ccccc12	-12	-1	1	.	6	.	.	-1.8
O=C(N/N=C/c1c(O)ccc2ccccc12)c1ccc(Br)o1	-11	-80	-2	-0.3	-20	-10	0.4	12*
O=C(CSc1nccn1-c1cccc(Cl)c1)NO	7	-8	-1	.	.	-13	-0.1	-2.9
CCSc1nnc(CNc2ccc(C)cc2)n1C	-3	-6	1	0.3	1	14	0.0	2.4
Cc1ccc(S(=O)(=O)N(C)C[C@@H]2OCCCC[C@@H](C)Oc3ccc(NC(=O)c4ccccc4)cc3C(=O)N([C@@H](C)CO)C[C@H]2C)cc1	14	-22	-6	.	1	-13	0.1	0.0
Cn1c(=O)c2cc(NC(=O)NCCc3ccccc3)ccc2n1Cc1ccccc1	-3	-15	-3	-0.1	-6	-18	0.0	-2.2
C/C=C/c1ccc2c(c1)O[C@H](CN(C)C(=O)Cc1ccccn1)[C@@H](C)CN([C@H](C)CO)S2(=O)=O	-5	-1	1	-1.7	-9	12	-0.2	-0.9
CC(NC(=O)COC(=O)c1ccc2c(c1)OCO2)c1ccccc1 (centres undefined)	6	1	-3	-0.6	.	2	-0.1	0.1
O=C(Nc1cccc(C(=O)NC2CCCC2)c1)c1ccccc1	-4	-6	-2	.	-1	8	0.0	0.8
CC(C)NC(=O)Nc1ccc2c(c1)C(=O)N([C@H](C)CO)C[C@@H](C)[C@@H](CN(C)C(=O)NC1CCCCC1)OCCCC[C@@H](C)O2	.	.	.	0.0	.	-12	0.1	-0.1
Cc1cc(C)n2nc(SCC(=O)c3c(N)n(CC(C)C)c(=O)n(C)c3=O)nc2n1	-2	-13	-7	3.4	.	25	0.1	0.8
CC(C)(C)CC(=O)N1CCN(c2ccc(S(=O)(=O)N3CCOCC3)cc2[N+](=O)[O-])CC1	-1	3	-4	1.0	3	-12	0.0	-2.1
Cc1cnc(C(=O)OCC(=O)c2ccc(F)cc2)cn1	9	-4	1	-0.1	2	32	-0.1	1.8
CO[C@H]1CN(C)C(=O)c2cc(NC(=O)NC(C)C)ccc2OC[C@H](C)N(C(=O)CN(C)C)C[C@H]1C	3	-13	3	-0.1	4	6	0.1	-1.7
CCNC(=O)COC(=O)/C=C/c1cccc([N+](=O)[O-])c1	0	-3	1	-0.8	.	9	0.0	-0.7
Cn1c(/N=C/c2cc(Cl)ccc2O)nc2ccccc21	-2	-16	1	.	.	0	.	-0.6
CCOC(=O)C1(Cc2ccccc2)CCCN(Cc2ccncc2)C1 (centres undefined)	3	-33	1	1.6	.	-20	-0.8	-1.1
CCCCn1c(O)c2n(c1=O)Cc1ccccc1N=C2c1ccc(C)cc1	-12	-7	1	0.1	-7	.	0.0	5.9
O=C(COc1cccnc1[N+](=O)[O-])N1CCN(C(=O)c2ccco2)CC1	.	7	-1	.	.	-5	0.1	-1.0
NC(Cc1ccc(Cl)cc1)c1csc(NC(=O)Nc2ccccc2-c2ccccc2)n1 (centres undefined)	-10	-6	0	-0.2	-5	0	0.0	-1.0
C[C@H]1CN([C@@H](C)CO)C(=O)c2cccc(NS(=O)(=O)c3ccc(Cl)cc3)c2O[C@H]1CN(C)Cc1ccc(Oc2ccccc2)cc1	-1	-26	0	0.1	3	-21	-0.1	-1.5
C[C@@H]1CN([C@@H](C)CO)C(=O)Cc2cc(NC(=O)Nc3ccccc3)ccc2O[C@H]1CN(C)Cc1ccc(C(F)(F)F)cc1	-6	-25	0	0.1	3	4	-0.2	-7.3
CC(=O)N1[C@@H]2Cn3c(ccc(C4=CCCCC4)c3=O)[C@H]1[C@@H](C(=O)NC1CCCC1)[C@@H]2CO	8	-5	-1	-0.3	-3	5	0.0	-1.8
CCOC(=O)CN1CC23C=CC(O2)C(C(=O)NC2CCCC2)C3C1=O (centres undefined)	0	-12	-2	0.0	-4	15	0.2	0.2
COC(=O)CC1(C(=O)OC)Oc2ccc(Br)cc2C(=O)N1c1ccc(Br)cc1Cl (centres undefined)	3	-7	5	.	.	21	0.4	0.4
Cc1cccc(C)c1NC(=O)C(c1ccccc1OC(F)(F)F)N1CCN(C)CC1 (centres undefined)	8	-12	-2	-0.2	.	32	0.5	-0.9
CCOC(=O)c1[nH]cnc1C(=O)NCc1ccccc1	-3	22	0	0.4	1	.	0.1	1.5
Cc1ccc(NC(=O)c2ncn(CC(=O)NCc3ccc4[nH]ccc4c3)n2)cc1C	5	-2	2	0.1	2	-7	0.0	3.8
O=C(C[C@@H]1CC[C@H]2[C@@H](COC[C@@H](O)CN2C(=O)c2ccc3c(c2)OCO3)O1)NC1CCC1	-5	7	-1	0.0	1	8	0.1	-2.5
COc1ccc(NC(=O)N(C)C[C@H]2Oc3c(NC(=O)Nc4c(C)noc4C)cccc3C(=O)N([C@@H](C)CO)C[C@@H]2C)cc1	-11	-9	2	-0.1	4	12	0.2	-0.5
CC(=O)NC(C)(c1ccccc1)c1nc(-c2ccc(F)c(Cl)c2)cs1 (centres undefined)	2	-19	-1	0.1	-5	-35	0.0	-5.6
CCN(C(=O)COC(=O)CNC(=O)c1ccc(C)s1)c1ccccc1	15	-9	6	.	.	-20	0.0	-1.6
COc1ccccc1NS(=O)(=O)c1ccc(C)c(C(=O)Nc2cc(C)on2)c1	0	-8	-2	-0.4	-4	-6	0.1	8.8*
Cc1ccc(-c2ccc3c(c2)O[C@@H](CN(C)C(=O)Nc2ccc(C(F)(F)F)cc2)[C@H](C)CN([C@@H](C)CO)S3(=O)=O)cc1	11	-3	-1	8.1	8	-9	-0.2	6.6
COc1ccc(CN(C)C[C@H]2OCCCC[C@@H](C)Oc3ccc(NC(=O)Nc4ccc(C(F)(F)F)cc4)cc3C(=O)N([C@@H](C)CO)C[C@@H]2C)cc1	7	50*	-3	.	-12	-9	-0.1	-1.3
